# Insulin prom up = MIN6 insulin promoter up-regulation; MIN6 insulin promoter-GFP reporter, high-content imaging; active compounds read high; z-score at 5 µM; 190,000 tested, 0.3% active; AID 1625;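 active means z-score above 3 at 5 µM with at least 500 cells counted in the well; inconclusive means wells under 500 cells, flagged as cytotoxic or low count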
# MT stabilizer = stabilizes microtubules in HeLa cells | HeLa tubulin immunostaining HCS, 24 h; share of cells brighter than vehicle mean+2SD | % tubulin-high responders, % at 10 µM | 200,000 tested, 0.83% active;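 active means plate Z-score above 3 for both tubulin-high and condensed-nucleus cell shares, with cell loss under 80%, at 10 µM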;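 further: anti alpha tubulin signal scored within the nucleus-defined area of each cell; some results filed as inactive read as strong as hits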
# AID2073 = inhibitors of Mint1-CaV2.2 protein interaction, biochemical, HTRF (AID 2073); HTRF protein-protein interaction, Mint1-CaV2.2; higher % means a stronger effect; inhibition, % at 20 µM; hits with a dose series show IC50 in µM; 290,000 tested, 0.19% active; in the data active means inhibition mostly above about 51%, no sharp cut-off; inconclusive means no clear call, values can overlap the other calls; inactive means mostly below about 53%; further: some results filed as inactive read as strong as hits
# Dynein transport = dynein cargo transport inhibition; 3617.4 mouse cells, GR-EGFP nuclear translocation imaging; test concentration mostly 20 µM; stimulated with dexamethasone, 1 µM; active compounds read low; z-score, hits read low; 220,000 tested, 0.47% active; AID 1381;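 active means plate z-score of nuclear minus cytoplasmic receptor signal below a set negative limit, without overly bright fluorescence or cell loss, cut at about -3.5 in these data, passing the limit was not always enough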;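 further: z-score of nuclear minus cytoplasmic ring GR-EGFP intensity difference per well; some compounds called inactive have numbers as strong as hits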
#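 Also added – dexamethasone, 1.0 µM final · Buffer or medium – tet-free, stripped-serum medium · Schedule – induction 48 h, compound 1 h, agonist 30 min · Detection – formaldehyde fixation, Hoechst nuclear stain, 10x automated fluorescence imaging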
# b-catenin transl = alters nuclear translocation of beta-catenin in HeLa cells; 190,000 tested, 0.3% active; immunofluorescence imaging; nuclear translocation activity, % at 5 µM; AID 1665;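 active means nuclear translocation activity above 50% at 5 µM, with a well cell count of 50 or more; inconclusive means wells under 50 cells across six images, flagged as toxic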;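 further: per-cell ratio of nuclear to cytoplasmic median beta-catenin stain intensity; plate controls were DMSO negative control for no effect and GSK-3 inhibitor IX positive control for full effect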
#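 test system = HeLa cells, endogenous beta-catenin | dosing = single 5 µM dose plus 0.02–20 µM confirmation series | times = compound treatment 24 h, 37°C, 5% CO2 | technique = beta-catenin immunofluorescence imaging with DAPI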
# WT yeast gro inh = growth inhibition of WT yeast, mitochondrial fusion screen; mitochondrial fusion phenotypic screen, WT strain; AID 1362; inhibition, % at 10 µM; 190,000 tested, 2.1% active; in the data active means inhibition above about 58%; tested in S. cerevisiae
# Yfh1-off respiration = enhancers of respiration in Yfh1-depleted yeast, dose response, Friedreich's ataxia, plus single-dose screen (AID 1465) | S. cerevisiae Yfh1-off respiration, WST-1 reduction, 72 h; higher fold induction means a stronger effect | one-dose fold induction at 50 µM; EC50 in µM for titrated hits | 220,000 tested, 0.074% active;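 active means fold induction of absorbance versus untreated yeast above a set limit, then at least 30% activation at any dose in follow-up; inconclusive means repeats straddling the limit, or above it without dose testing; inactive means fold induction below the set limit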;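 further: activators that raise dye reduction in frataxin-depleted yeast; strong numbers were not always called active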
# HIV peptide binding = cell-free HIV fusion peptide-binding blockers – biochemical, uHTS, fluorescence dequenching, primary screen (AID 1986). 290,000 tested, 0.3% active. inhibition, % at 20 µM; hits with a dose series show IC50 in µM. cell-free peptide binding, fluorescence dequenching, 30 min; higher % means a stronger effect; in the data active means inhibition mostly above about 52%, no sharp cut-off; inactive means mostly below about 76%; further: some results filed as inactive read as strong as hits
# Autophagy HCS = modulators of autophagy; 190,000 tested, 0.98% active; calls only at 10 µM (by protocol); MEF GFP-LC3 puncta imaging; test concentration mostly 10 µM;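 active means percentage of spot-positive cells more than 3 SD above its plate mean, without a fluorescence outlier flag or 80% toxicity; inconclusive means no clear call, values can overlap the other calls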;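 further: spot-positive cell cutoff set from DMSO-treated cells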
# WT yeast gro inh mutant strain = also measured in WT yeast gro inh; calls as there; inhibition, %; mitochondrial fusion phenotypic screen, mutant strain inhibition
# Dynein transport cytoplasmic EGFP = also measured in Dynein transport; calls as there; z-score; measured here: cytoplasmic GR-EGFP intensity; active compounds read high
# Dynein transport nuclear GR-EGFP = recorded beside Dynein transport, whose call it bears; z-score; measured here: nuclear GR-EGFP intensity;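 lower value marks the stronger effect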
# Dynein transport cell count = also measured in Dynein transport; calls as there; z-score; measured here: cell count per field
# Insulin prom up cell count = second read-out of Insulin prom up, no call of its own (marks repeat the call); cell count; measured here: cytotoxicity, nuclei count;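 total cells summed across four imaged fields per well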
# b-catenin transl cell count 5 µM = recorded beside b-catenin transl, whose call it bears; cell count; measured here: cell count, cytotoxicity flag
# MT stabilizer Hoechst-high % = recorded beside MT stabilizer, whose call it bears; % Hoechst-high responders; measured here: nuclear condensation Hoechst responders;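 share of cells brighter than vehicle mean plus two SD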
# MT stabilizer cytotoxicity % = also measured in MT stabilizer; calls as there; toxicity, %; measured here: cytotoxicity by cell density;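 0% = mean cell density of plate MIN control wells and 100% = no cells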
# Autophagy HCS cell loss 18 h = also measured in Autophagy HCS; calls as there; toxicity, %; measured here: cell loss, nuclei count;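 cell loss after 18 h compound exposure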
# Numbers without * were called inactive; i = inactive; ? = inconclusive; . = not tested or not shown.
SMILES,Insulin prom up,Insulin prom up cell count,MT stabilizer,MT stabilizer Hoechst-high %,MT stabilizer cytotoxicity %,AID2073,Dynein transport,Dynein transport cytoplasmic EGFP,Dynein transport nuclear GR-EGFP,Dynein transport cell count,b-catenin transl,b-catenin transl cell count 5 µM,WT yeast gro inh,WT yeast gro inh mutant strain,Yfh1-off respiration,HIV peptide binding,Autophagy HCS,Autophagy HCS cell loss 18 h
Cc1cc(C(=O)COc2ncnc3sccc23)c(C)n1C,.,.,2.7,2.1,15,0%,0.091,-0.3,0.2,-0.27,-4.5,1132,4,4,i,0.6%,i,12
Cc1sc(NC(=O)c2ccco2)c(C(c2ccccc2)N2CCC(C)CC2)c1C (stereo not drawn),0.24,755,1.3,2.2,6.9,34%,-1.3,-0.15,-0.51,0.44,3.6,1032,49,-24,i,1.0%,i,8
Cc1nc2ccccc2c(=O)n1/N=C/c1cn(-c2ccccc2)nc1-c1cccs1,-1,890,4.5,3.9,6.5,18%,0.55,-0.3,0.12,-0.42,-7.8,1003,25,11,i,-1.0%,i,-10
COc1ccc(NC(=O)COC(=O)/C=C/c2ccccc2[N+](=O)[O-])cc1OC,-0.58,1491,1.6,2.1,8.6,0%,-0.15,-0.23,-0.052,-0.51,-1.2,1091,5,23,i,0.4%,i,-10
CCC(=O)Nc1cccc(NC(=O)CN2CCN(c3ccccc3OC)CC2)c1,1.3,1131,2.1,1.4,0.1,2%,0.22,-0.21,-0.14,0.13,-5.1,843,-1,-10,i,-0.7%,i,0
Cc1cc(NC(=O)c2ccccc2)sc1C,0.7,1317,4.9,2.9,4.4,-9%,-0.56,-0.33,-0.29,-0.5,0.9,1257,20,4,i,-1.9%,i,14
O=C(NCCCN1CCC(Cc2ccccc2)CC1)C1CCN(S(=O)(=O)N2CCC3(CC2)OCCO3)CC1,0.43,1170,6.2,2.0,5.9,0%,0.41,-0.26,0.9,-0.66,1.0,1117,5,-2,i,-0.1%,i,19
COc1ccc(NC(=O)C(c2ccc(OC)cc2)N(C)C(=O)CNC(C)=O)cc1 (stereo not drawn),1.5,1437,4.1,3.6,5.1,-3%,-0.15,-0.28,0.15,-0.42,0.6,1324,1,4,i,-1.8%,i,-7
CCOC(=O)C1=C(O)C(=O)N(Cc2cccnc2)C1c1ccc(OC)cc1 (stereo not drawn),-0.16,1542,2.3,1.9,7.4,-4%,-0.98,-0.35,-0.31,0.8,-1.1,1180,4,1,i,-0.7%,i,-32
Cc1ccc2nc(N/C(=N/S(=O)(=O)c3ccc(F)cc3)c3ccccc3)sc2c1,-0.07,1186,3.8,2.7,0.5,19%,-1.5,-0.19,-0.94,1.1,-2.6,1037,9,-10,i,8.2%,i,3
Cc1cc(=O)n(CCO)c(O)c1C#N,-0.59,1165,2.3,2.1,25,1%,0.16,-0.27,0.048,1.2,.,.,-1,-6,i,5.4%,i,1
Cc1cc(NC(=O)CCOc2ccc(F)cc2)no1,0.33,1373,.,.,.,1%,-0.48,-0.22,-0.26,0.95,0.2,1042,.,.,i,2.3%,.,.
Cc1ccccc1C(=O)N1CCN(c2ccccn2)CC1,.,.,3.5,2.5,6.7,-3%,-0.56,-0.17,-0.31,0.27,-5.6,550,-4,-5,i,-0.7%,i,3
OCC1(Cc2ccc(Cl)cc2)CCN(CCCc2ccccc2)CC1,.,.,3.1,2.7,6.2,-8%,-0.59,-0.013,-0.34,-1,0.9,1551,34,37,i,-1.7%,i,-8
Cc1cc(NC(=O)CSc2cc(Cl)ccc2Cl)n(-c2ccccc2)n1,-0.19,1556,2.7,3.1,11,0%,-0.46,-0.25,-0.38,0.48,1.5,980,31,-1,i,-1.9%,i,2
CC(C(=O)Nc1sc2c(c1C(=O)NCC1CCCO1)CCC2)N1C(=O)c2ccccc2C1=O (stereo not drawn),0.04,1321,2.8,2.9,10,2%,0.3,-0.052,0.19,-0.82,-0.8,1051,14,0,i,0.3%,i,18
COc1ccc(C2SCCN2C(=O)c2ccc([N+](=O)[O-])cc2)cc1 (stereo not drawn),0.79,1232,1.6,2.4,0.5,12%,-0.31,-0.31,-0.23,0.95,-0.3,1097,1,7,i,-1.7%,i,4
CC(C)=CCC1=C(OCC(=O)O)C(=O)c2ccccc2C1=O,-0.02,1080,.,.,.,-10%,-0.69,-0.26,0.096,0.51,-0.7,1325,.,.,?,10%,.,.
COc1ccc(NCc2nnc(SCc3ccc(Cl)cc3)n2-c2ccccc2)cc1,0.53,2436,4.0,2.8,8.4,-12%,1.7,0.22,2.7,-2.5,0.5,898,32,-10,i,-1.8%,i,4
CCN1C(=O)S/C(=C/c2ccc(Oc3ccc([N+](=O)[O-])cn3)c(OC)c2)C1=O,-0.6,1570,2.2,2.1,3.3,3%,-3.2,0.6,-1.1,0.44,4.6,887,19,15,i,-0.5%,i,3
Cc1nc2ccccc2c(=O)n1NC(=O)c1c(O)c2ccccc2n(C)c1=O,0.37,862,.,.,.,-9%,.,.,.,.,-2.7,950,5,3,.,1.4%,.,.
Cn1nc(C(F)(F)F)c(CNC(=O)C(C)(C)CCl)c1N1CCOCC1,0.01,1448,1.8,1.6,5.1,7%,-0.83,-0.022,-0.27,-1.9,-0.3,966,7,10,i,-0.5%,i,5
O=C1NC2(Nc3ccccc31)C(=O)Nc1ccc(Br)cc12 (stereo not drawn),-0.38,1318,2.2,2.5,4.6,17%,-0.22,-0.19,0.16,0.64,-0.7,1091,16,34,i,-2.3%,i,-4
Cc1sc2ncnc(N/N=C/c3ccccc3O)c2c1C,-2,604,8.6,2.8,21,14%,-0.023,-0.22,0.084,-0.28,0.9,854,-10,8,i,2.9%,i,18
CCNc1cc(Nc2c(C)n(C)n(-c3ccccc3)c2=O)c([N+](=O)[O-])c2nonc12,-0.72,1167,.,.,.,1%,0.037,-0.3,-0.4,1.2,-1.2,1277,.,.,i,0.6%,.,.

# 3 records picked at random from the list so far:
SMILES,Insulin prom up,Insulin prom up cell count,MT stabilizer,MT stabilizer Hoechst-high %,MT stabilizer cytotoxicity %,AID2073,Dynein transport,Dynein transport cytoplasmic EGFP,Dynein transport nuclear GR-EGFP,Dynein transport cell count,b-catenin transl,b-catenin transl cell count 5 µM,WT yeast gro inh,WT yeast gro inh mutant strain,Yfh1-off respiration,HIV peptide binding,Autophagy HCS,Autophagy HCS cell loss 18 h
Cc1nc2ccccc2c(=O)n1NC(=O)c1c(O)c2ccccc2n(C)c1=O,0.37,862,.,.,.,-9%,.,.,.,.,-2.7,950,5,3,.,1.4%,.,.
O=C(NCCCN1CCC(Cc2ccccc2)CC1)C1CCN(S(=O)(=O)N2CCC3(CC2)OCCO3)CC1,0.43,1170,6.2,2.0,5.9,0%,0.41,-0.26,0.9,-0.66,1.0,1117,5,-2,i,-0.1%,i,19
Cc1cc(NC(=O)CCOc2ccc(F)cc2)no1,0.33,1373,.,.,.,1%,-0.48,-0.22,-0.26,0.95,0.2,1042,.,.,i,2.3%,.,.

# (cont.)
SMILES,Insulin prom up,Insulin prom up cell count,MT stabilizer,MT stabilizer Hoechst-high %,MT stabilizer cytotoxicity %,AID2073,Dynein transport,Dynein transport cytoplasmic EGFP,Dynein transport nuclear GR-EGFP,Dynein transport cell count,b-catenin transl,b-catenin transl cell count 5 µM,WT yeast gro inh,WT yeast gro inh mutant strain,Yfh1-off respiration,HIV peptide binding,Autophagy HCS,Autophagy HCS cell loss 18 h
Cc1cc(C)n(-c2ccc3nnc(C)n3n2)n1,-0.15,1079,.,.,.,3%,0.19,-0.21,-0.0094,-0.68,0.1,1249,.,.,i,2.0%,.,.
CSc1nc2ccc(NS(=O)(=O)c3ccc4c(c3)OCCO4)cc2s1,-0.41,1241,4.0,2.1,3.4,-3%,-1,-0.13,-0.16,0.19,-5.3,940,18,10,i,0.9%,i,-5
Cc1ccc(NCCC#N)cc1C,0.06,1305,3.2,3.0,6.9,-6%,-0.6,-0.25,-0.77,0.52,-0.7,986,12,-3,i,-0.7%,i,10
CSC1=N/C(=C\c2c(F)cccc2Cl)C(=O)S1,0.49,1243,1.2,3.2,1.5,-8%,-1.4,-0.23,-0.95,0.9,-0.7,934,-4,31,i,-0.5%,i,-13
COc1ccc(NC(=O)CSc2nnc(CNc3ccc(C)cc3)n2C)cc1,0.61,1372,2.6,1.3,9.6,9%,0.2,-0.38,-0.52,0.79,0.4,1502,15,6,i,-1.0%,i,-3
Nc1c(C(=O)c2ccc(Cl)cc2)sc2nc3c(cc12)CCC3,-0.06,1371,5.6,2.8,5.5,8%,1.7,0.4,1.1,-1.6,-2.2,1080,1,-20,i,4.4%,i,-19
CC1(C)Cc2c(C#N)c(N3CCCC3)nc(-c3ccco3)c2CO1,-0.09,962,1.9,4.2,4.9,34%,-1.7,0.13,-0.84,-0.08,.,.,-3,-2,i,-1.1%,i,3
Cc1ccc(-c2nnn(CC(=O)Nc3cccc4c3CCCC4)n2)o1,-0.27,1035,2.4,1.6,12,1%,-0.15,-0.24,-0.057,1.4,2.4,1158,12,24,i,0.8%,i,20
Cc1ccc(-n2c(Cc3cccn3C)nnc2SCC(=O)NC2CCCCC2)cc1,-1.5,1182,2.3,4.8,12,-12%,0.49,-0.013,0.63,-0.099,-1.5,1364,-12,-79,i,-2.7%,i,1
O=C(CCc1nc(-c2ccc(Cl)cc2)no1)NCC1CCCO1 (stereo not drawn),0.17,1475,7.1,3.0,12,29%,-0.95,-0.3,-0.14,1.2,0.4,1535,-10,8,i,0.2%,i,24
COc1ccc(N2CCN(S(=O)(=O)c3cccc4cccnc34)CC2)cc1,-1.2,1056,3.0,2.3,8.7,-5%,-0.32,-0.15,-0.14,0.23,-2.3,1150,1,-9,i,-2.4%,.,.
O=C(CSc1ncnc2c1oc1ccccc12)Nc1nc2ccccc2s1,0.13,2065,4.3,3.9,6.1,4%,-0.44,-0.22,-0.24,0.62,-0.9,1160,-18,-40,i,-2.1%,i,8

# From PubChem BioAssay
